Screening results deposited in PubChem BioAssay by several laboratories.
LANA DNA inh: inhibitors of KSHV LANA C-terminal domain DNA binding; MBP-C-LANA/FAM-LBS DNA binding, fluorescence polarization; inhibition, % at 9 µM; 0.078% of 340,000 active; AID 504423;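 active means highest replicate inhibition at or above 60% at 9 µM, even if other replicates fall short; inactive means all replicates below 60% inhibition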;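 further: 0% = neutral control wells and 100% = 4 µM acridine orange control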
CAL PDZ FP-1: CAL PDZ (human) peptide binding inhibition; Q9HD26; purified CAL PDZ, TMR-peptide fluorescence polarization, 1 h; inhibition, % at 24.9 µM; 0.92% of 300,000 active; AID 602252;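 active means mean inhibition of at least 30% with at least half of replicates also reaching 30%; inconclusive means no clear call, values can overlap the other calls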;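 further: 0% = DMSO neutral control and 100% = excess unlabeled competitor peptide PRC23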
Keap1-Nrf2 PPI: disrupts human Keap1 binding to Nrf2 peptide; Keap1 Kelch-Nrf2 peptide fluorescence polarization, 1536-well; inhibition, % at 9.4 µM; 0.15% of 340,000 active; Q14145; AID 504523; in the data active means inhibition above about 12%; inconclusive means no clear call, values can overlap the other calls; inactive means below about 7.3%;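 further: human Keap1 Kelch domain with fluorescein labeled Nrf2 9mer peptide probe; 0% = neutral control wells and 100% = peptide positive control; higher means more block of Keap1 binding to Nrf2 peptide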
RTF Ca sens inh: cardiac RTF calcium desensitization; P19429+P45379; 0.12% of 340,000 active; inhibition, % at 7.15 µM; IANBD-labeled cardiac RTF, Ca2+ fluorescence; AID 493244;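 active means inhibition above the mean inhibition of all tested compounds plus 3 SD, cut at about 17% in these data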;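 further: assay run at fixed EC70 calcium of 1.6 mM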
Rtt109 Vps75: inhibitors of Candida albicans Rtt109/Vps75 histone acetyltransferase; Q5AAJ8; AID 540336; 0.16% of 330,000 active; inhibition, % at 34.9 µM; purified Rtt109/Vps75, ThioGlo CoA-SH fluorescence, 4 h;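 active means inhibition of at least 50% in every replicate; inconclusive means best replicate reaches 50% inhibition but some replicates fall short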
Target sequence (Q5AAJ8 whole entry, looked up): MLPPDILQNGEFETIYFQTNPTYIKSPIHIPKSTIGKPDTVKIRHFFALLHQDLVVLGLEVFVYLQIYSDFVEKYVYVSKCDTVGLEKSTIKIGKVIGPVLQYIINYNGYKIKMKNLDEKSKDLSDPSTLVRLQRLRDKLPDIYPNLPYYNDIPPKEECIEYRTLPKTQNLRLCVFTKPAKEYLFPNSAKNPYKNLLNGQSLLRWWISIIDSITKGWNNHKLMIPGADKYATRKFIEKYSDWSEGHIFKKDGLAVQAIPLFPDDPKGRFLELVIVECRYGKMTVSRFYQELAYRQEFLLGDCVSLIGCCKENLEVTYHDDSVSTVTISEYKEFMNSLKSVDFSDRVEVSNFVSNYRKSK
RTF Ca sens act: increases calcium sensitivity of human cardiac regulated thin filaments; P19429+P45379; IANBD-labeled TnC RTF fluorescence at EC20 calcium; 0% EC20 calcium, 100% full calcium; activation, % at 7.2 µM; 0.24% of 340,000 active;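 active means activation above the mean over all tested compounds plus 3 SD, cut at about 30% in these data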;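 further: rise in fluorescence read as greater calcium sensitivity of cardiac thin filaments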
SR-BI DiI-HDL act: activators of SR-BI mediated HDL lipid uptake. 0.096% of 320,000 active. CHO ldlA[mSR-BI] cells, DiI-HDL uptake fluorescence, 3 h; 100 = double the neutral-control signal. activation, % at 12.5 µM;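 active means mean replicate activation of at least 60% and every replicate at or above 60%; inconclusive means mean or all-replicate condition met, but not both; inactive means mean below 60% and not all replicates reaching 60%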;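 further: 0% = median plate neutral-control signal and 100% = twice that signal; values of inactives mirror those of a sister screen read the other way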
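Test system: SR-BI-overexpressing, LDLR-lacking CHO cells; Medium: Ham's F12 with 0.5% BSA, HEPES 25 mM, pH 7.4; Schedule: 3 h, 37 °C; Technique: bottom-read fluorescence, 550/595 nm.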
CAL PDZ FP-2: blocks peptide binding to human CAL PDZ domain; Q9HD26; purified CAL PDZ, TMR-peptide fluorescence polarization, 1 h; inhibition, % at 20 µM; 0.02% of 330,000 active; AID 504414;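 active means highest replicate inhibition of at least 40%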;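 further: plate controls were DMSO neutral control wells for no effect and unlabeled competitor peptide control wells for full effect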
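material = purified tagged CAL PDZ domain construct (CerCALP) | compound dosing = 20 µM, one dose | times = 1 h at RT | measured by = fluorescence polarization from S- and P-plane intensities, G-factor corrected | read-out = inhibition from polarization loss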
PKA-R2B activ: activates the human PKA-R2B holoenzyme complex | PKA-R2B holoenzyme dissociation, Cy5-IP20 fluorescence polarization; R2B truncated from residue 108, S112A mutant; 0% DMSO only, 100% 113 µM cGMP | activation, % at 11.4 µM | 0.079% of 340,000 active | AID 504700;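 active means activation above a cutoff set at the mean over all compounds plus 3 SD, cut at about 18% in these data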;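 further: higher means more holoenzyme dissociation and a rise in polarization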
DAGLB inh: blocks human DAGLB lipase activity. Q8NCG7. 0.059% of 340,000 active. inhibition, % at 5.17 µM. HEK293T DAGLB membrane lysate, EnzChek fluorogenic substrate. AID 504411; in the data active means inhibition above about 34%;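 further: 0% = enzyme with vehicle and 100% = wells lacking enzyme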
Target sequence (Q8NCG7 whole entry, looked up): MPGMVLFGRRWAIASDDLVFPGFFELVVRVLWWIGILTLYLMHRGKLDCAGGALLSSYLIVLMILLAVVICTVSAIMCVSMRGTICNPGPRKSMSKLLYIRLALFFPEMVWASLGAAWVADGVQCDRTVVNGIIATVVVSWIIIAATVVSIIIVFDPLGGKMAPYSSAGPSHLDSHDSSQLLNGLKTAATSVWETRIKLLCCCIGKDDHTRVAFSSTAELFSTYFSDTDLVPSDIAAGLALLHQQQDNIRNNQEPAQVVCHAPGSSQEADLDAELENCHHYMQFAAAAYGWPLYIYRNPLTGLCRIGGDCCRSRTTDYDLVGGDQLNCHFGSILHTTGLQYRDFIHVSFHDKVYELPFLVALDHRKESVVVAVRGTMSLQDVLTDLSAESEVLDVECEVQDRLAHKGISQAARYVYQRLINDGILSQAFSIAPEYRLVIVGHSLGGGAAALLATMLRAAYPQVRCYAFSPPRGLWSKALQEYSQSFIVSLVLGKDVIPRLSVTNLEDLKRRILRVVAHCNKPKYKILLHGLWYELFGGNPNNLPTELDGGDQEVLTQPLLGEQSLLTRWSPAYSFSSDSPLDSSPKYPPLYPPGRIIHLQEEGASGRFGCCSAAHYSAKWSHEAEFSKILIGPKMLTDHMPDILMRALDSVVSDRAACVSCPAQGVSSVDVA
* hit, by the source's call; ? = inconclusive; · = no result given; + = active, no number.

SMILES | LANA DNA inh | CAL PDZ FP-1 | Keap1-Nrf2 PPI | RTF Ca sens inh | Rtt109 Vps75 | RTF Ca sens act | SR-BI DiI-HDL act | CAL PDZ FP-2 | PKA-R2B activ | DAGLB inh
O=C(COC(=O)c1ccccc1O)NC(=O)NCc1ccccc1 | -0.9 | · | -3 | -13 | -10 | -4 | 43 | -0.7 | -13 | -1
CCCn1c(N)c(N(CCOC)C(=O)c2cc3ccccc3cc2OC)c(=O)[nH]c1=O | 0.6 | -1 | 4 | -2 | 2 | 2 | 21 | -0.2 | 13 | -1
Cn1c(N)c(C(=O)COC(=O)Cc2c(F)cccc2Cl)c(=O)n(C)c1=O | -0.6 | 1 | -8 | -6 | 1 | 1 | -3 | 0.0 | -5 | 0
COc1cccc(-c2nnn(CC(=O)NC3CCCC3)n2)c1OC | 0.8 | -3 | 0 | -7 | -2 | 1 | 4 | -0.2 | -7 | -1
O=C1C(=O)N(Cc2ccccc2)C(=O)N1CCN1C(=O)c2ccccc2C1=O | -0.1 | · | -1 | -6 | 2 | 1 | 4 | 0.3 | 2 | 0
CCS(=O)(=O)N1Cc2ccccc2CC1C(=O)Nc1ncc(C)s1 (stereo not given) | 0.0 | -2 | -6 | -12 | 0 | 2 | 1 | -5.9 | 0 | -1
NC(N)=Nc1nc2ccc(Br)cc2c(=O)[nH]1 | -1.4 | 4 | 3 | -4 | -7 | 2 | 37 | 0.3 | 2 | 0
O=C(NCCc1ccncc1)C(F)(F)F | 1.1 | · | 3 | -3 | 1 | -4 | 34 | -0.8 | 8 | 0
CC(OC(=O)c1ccccc1O)C(=O)Nc1ccc(Cl)cn1 (stereo not given) | 1.1 | -1 | -2 | -6 | -1 | -6 | 12 | -0.1 | -7 | -4
CCC(C)NC(=O)c1cc(Cl)c(NC(=O)C2=C(C)OCCS2)cc1OC (stereo not given) | 0.8 | -8 | -2 | 4 | 3 | -2 | -53 | -0.7 | -3 | -9
COc1ccc(CNS(=O)(=O)c2ccc(OC)cc2)cc1 | -1.5 | 0 | -6 | 3 | 12 | 0 | 29 | 0.0 | -6 | -3
NC(=O)C[n+]1cccc(CNC(=O)c2ccc(OC(F)F)cc2)c1 | -0.6 | -6 | -1 | -3 | · | -2 | 10 | -0.1 | 5 | 0
CC(=O)c1cccc(NC(=O)C(C)OC(=O)CCC2CCCCC2)c1 (stereo not given) | 0.4 | -6 | 5 | -2 | 3 | -3 | 8 | -0.5 | -2 | -3
COc1ccc(C)cc1N(CC(=O)NC1CCCC1)C(=O)CCC(=O)Nc1cc(C)on1 | -0.2 | 2 | -6 | -2 | 4 | 3 | 17 | -1.1 | -6 | 2
Cc1cc(C)cc(NC(=O)C2CCN(c3nc(C)cc(C)n3)CC2)c1 | -0.6 | 2 | -5 | -1 | -4 | 4 | -33 | -0.4 | 2 | -3
CCN(CC)c1ccc2c(-c3ccc(S(=O)(=O)O)cc3S(=O)(=O)[O-])c3ccc(=[N+](CC)CC)cc-3oc2c1 | 121* | + | 82* | -336 | 0 | 248* | 23 | 171* | -45 | -19
O=C(N[C@@H](Cc1ccccc1)C(=O)O)c1ccncc1 | -1.6 | -1 | -4 | 0 | -1 | -3 | 16 | 0.6 | -3 | -3
COc1ccc(OCC(=O)NC2CC(C)(C)NC(C)(C)C2)cc1 | -0.6 | -3 | -4 | -9 | -5 | -3 | -45 | -3.1 | -14 | 0
Cn1nnnc1SCc1cccc(CSc2nnnn2C)n1 | 3.9 | -5 | -3 | -4 | -7 | 2 | 19 | -0.2 | -8 | 2
COc1ccc(NC(=O)c2cc3nc(-c4ccccc4)cc(C)n3n2)cc1OC | -1.2 | -7 | 3 | -6 | 3 | -5 | 11 | -2.4 | 4 | 4
COC(=O)c1sccc1NC(=O)c1ccc(C)cc1 | 1.6 | -2 | -2 | -4 | · | -2 | -16 | -0.8 | -8 | -16
N/C(Cn1cncn1)=N\NC(=O)c1ccc(Cl)cc1Cl | 0.3 | -1 | 0 | -10 | -8 | -2 | 19 | · | -8 | 1
CCOC(=O)c1ccc(NC(=O)CSCCC(=O)O)cc1 | -0.5 | · | 4 | -13 | -2 | 7 | 38 | -7.3 | -3 | 1
COc1ccc(C(=O)n2cnc3ccccc32)cc1[N+](=O)[O-] | 0.1 | 0 | -1 | -5 | -3 | -8 | 25 | -0.4 | -3 | -1
C=C(C)C1CC=C(C)/C(=N/NC(=O)c2cccs2)C1 (stereo not given) | -1.4 | -2 | -3 | -3 | -6 | 0 | -10 | -0.8 | -7 | -10
Next section
SMILES | LANA DNA inh | CAL PDZ FP-1 | Keap1-Nrf2 PPI | RTF Ca sens inh | Rtt109 Vps75 | RTF Ca sens act | SR-BI DiI-HDL act | CAL PDZ FP-2 | PKA-R2B activ | DAGLB inh
CN(C(=O)CSc1nc(-c2ccc(C(C)(C)C)cc2)c(C#N)c(=O)[nH]1)C1CCCCC1 | -1.7 | -6 | -1 | 2 | 15 | -1 | 49 | -12 | -10 | 9
CN1C(=O)C2(NC(=O)c3ccccc3N2C)c2ccccc21 (stereo not given) | -0.9 | 1 | 6 | -2 | -9 | 0 | 2 | 0.2 | -13 | -2
O=C(Nc1cccc(-c2nc3ccccc3s2)c1)c1cc(=O)c2ccccc2o1 | 2.0 | · | 1 | 7 | -14 | 3 | · | -1.5 | -7 | 2
Cc1ccc(C(=O)CNc2ccc(Cl)cc2)cc1 | 0.0 | · | -8 | 7 | 18 | 2 | 9 | 2.3 | 4 | 0
CCOCCn1ccc2c(OCC(=O)Nc3cc(OC)ccc3OC)cccc2c1=O | -0.1 | · | 2 | -5 | -3 | -14 | -37 | -2.5 | -4 | -9
Cc1ccc(NC(=O)COC(=O)c2ccc(S(=O)(=O)NCc3ccco3)cc2)cc1 | -1.3 | · | -1 | 3 | -8 | 0 | -1 | -0.6 | -6 | 1
CC1CCN(c2ccc(NC(=O)c3ccc([N+](=O)[O-])o3)cc2)CC1 | 0.5 | -1 | -5 | -11 | -1 | -16 | -87 | -2.0 | 1 | 18
CCC1CCCCN1C(=O)Nc1ccc(F)cc1 (stereo not given) | 1.8 | -1 | -2 | 3 | 1 | -12 | 7 | -0.7 | 0 | 0
Cn1ccnc1-c1ccc(-c2nccn2C)cc1 | 1.0 | 16 | -1 | -11 | -1 | -2 | 15 | 1.2 | 4 | 0
CCCc1cc(=O)[nH]c(SCC(=O)C(C)(C)C)n1 | 0.1 | -1 | -1 | 2 | 3 | -7 | -4 | 0.3 | 1 | -1
Cc1cccc(NC(=O)c2cccc(S(=O)(=O)N(C)c3ccccc3)c2)n1 | -0.2 | -3 | -6 | -9 | 5 | 4 | -15 | 0.3 | -5 | -3
CN(Cc1ccccc1)C(=O)c1ccc(NC(=O)Cc2cccc(NC(=O)C3CCN(C(=O)C4CCCC4)CC3)c2)cc1 | 0.8 | -3 | -5 | -1 | -5 | -3 | -49 | -1.2 | -9 | -1
O=C1/C(=C\c2ccccc2)CCC/C1=C/c1ccccc1 | 3.1 | -6 | -3 | -14 | -14 | -4 | -13 | -0.3 | -9 | -15
COc1ccc(C)cc1Nc1n[n+](-c2ccccc2)c(-c2cc([N+](=O)[O-])cc(OC)c2O)s1 | -1.9 | -2 | -9 | -80 | -2 | 46* | -95 | -0.5 | -4 | 3
CCCCN(CCCC)Cc1cc2ccccc2c2c1COC2 | 3.3 | 2 | -1 | -8 | -7 | 6 | -13 | · | 2 | -8
Cc1nc(COC(=O)c2ccc(CO)cc2)cs1 | 2.1 | 2 | 5 | -2 | 11 | 8 | 9 | -0.3 | -9 | -1
Cc1csc(=NC(=O)c2ccccc2)n1CCO | -2.9 | -3 | 0 | 1 | -4 | 1 | 1 | -2.5 | 6 | 0
O=C(/C=C/c1ccco1)Nc1ccc(Cl)c(S(=O)(=O)N2CCOCC2)c1 | -0.6 | -6 | 1 | 10 | 1 | 6 | -66 | -4.5 | -3 | 2
Oc1ccccc1C=NN=C1c2ccccc2-c2ccccc21 | 7.9 | -21 | 3 | 1 | -3 | -3 | -48 | -0.9 | -11 | -5
CC1CC(OCC(O)CN2CCCCC2C)CC(C)(C)C1 (stereo not given) | -5.2 | -4 | -1 | -3 | 5 | 1 | 20 | 1.0 | -5 | 0
Cc1ccc(N2C(=O)C3C(C(=O)c4ccccc4)=NN(c4ccccc4)C3C2=O)cc1 (stereo not given) | 0.9 | 0 | -5 | 5 | 50 | 24 | 44 | -0.9 | -7 | -2
Cc1ccc(NC(=O)c2cccs2)cc1S(=O)(=O)Nc1cccc(Cl)c1 | -0.6 | 0 | 6 | -8 | ? | 11 | -18 | -2.1 | -4 | -5
Cc1ccc(NC2=NC(C(=O)Nc3ccc(C)c(C)c3)CC(=O)N2)cc1 (stereo not given) | -1.9 | -1 | -1 | -4 | 4 | -4 | 6 | -0.6 | -2 | 1
C(=C\c1ccco1)/C1=NN(c2ccccc2)C(c2ccco2)C1 (stereo not given) | -1.9 | 0 | -3 | -41 | 0 | 3 | -9 | 0.2 | -9 | 0
CC(C)(C)c1cc(C(=O)NNS(=O)(=O)c2ccccc2)n[nH]1 | 0.2 | 2 | 2 | 3 | 0 | -5 | 23 | -0.2 | -1 | 2
CCOc1ccc(C(=O)OCC(=O)NCc2ccccc2)cc1OCC | -0.2 | -2 | 1 | -7 | -2 | -3 | 3 | -0.7 | 2 | -2
CC(=O)c1ccc(Oc2ncnc(N)c2[N+](=O)[O-])cc1 | 5.2 | -2 | -5 | 0 | -3 | -2 | 24 | -0.5 | 7 | -5
CC[C@]12c3[nH]c4ccccc4c3CCN1C(=O)C(CC(=O)NCCN1CCOCC1)C[C@@H]2C(=O)N1CCN(C(=O)c2ccco2)CC1 (stereo not given in full) | -1.9 | -5 | -1 | -9 | -1 | -5 | 8 | -7.3 | 2 | 3
COc1ccccc1-n1c(SCC(=O)Nc2nnc(C)s2)nc2c(c1=O)SCC2 | -0.7 | · | -3 | -7 | -23 | -2 | 15 | 0.2 | 4 | 1
COc1ccccc1NC(=O)C/C(C)=N/NC(=O)COc1c(Br)cc(Br)cc1OC | -0.7 | -1 | 1 | 6 | -2 | -3 | -58 | -0.3 | -3 | -4

Quoted at random: two records from the list.
SMILES | LANA DNA inh | CAL PDZ FP-1 | Keap1-Nrf2 PPI | RTF Ca sens inh | Rtt109 Vps75 | RTF Ca sens act | SR-BI DiI-HDL act | CAL PDZ FP-2 | PKA-R2B activ | DAGLB inh
CCCn1c(N)c(N(CCOC)C(=O)c2cc3ccccc3cc2OC)c(=O)[nH]c1=O | 0.6 | -1 | 4 | -2 | 2 | 2 | 21 | -0.2 | 13 | -1
NC(N)=Nc1nc2ccc(Br)cc2c(=O)[nH]1 | -1.4 | 4 | 3 | -4 | -7 | 2 | 37 | 0.3 | 2 | 0

Compounds were not picked by outcome, and some 1.6% of all compounds hit somewhere here.
